# FUS suppressor: suppressors of FUS proteinopathy in yeast. 390,000 compounds, 0.24% hits. AID 1347120. Potency, µM (highest dose often 76.6 µM), inactives show at the highest dose growth rescue (activation), hits mostly activators. S. cerevisiae FUS-expressing, growth rescue, OD600, 24 h;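 also: potency is read from the fitted curve at half-maximal effect; plate controls were DMSO vehicle for no effect and reference control for full effect; nearly all actives have a fitted effect of over 55% in size; some results filed as inactive show a strong effect at the top dose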
#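 Read-out: OD at 600 nm after 24hr at 30C, reporting rescue of FUS-induced yeast toxicity. Cells at OD 0.005 in galactose (2%) minimal medium; compounds tested in a dilution series; CP55940 titration from 92uM final as control.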
# Abeta yeast res: A-beta toxicity reversal in yeast. 410,000 compounds, 0.063% hits. Potency, µM (titrated, usually from 46.1 µM), inactives show top-dose growth rescue, usual class: activators. yeast expressing A-beta42, growth rescue, OD600, 48 h; response scale: 0% DMSO, 100% iron-clioquinol control; also: potency is read from the fitted curve at half-maximal effect; nearly all actives have a fitted effect of over 55% in size
#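 Yeast A-beta toxicity model in growth medium with pinned compounds, 48 h at 30 C; growth read as absorbance at 600 nm. Normalized to FeCl3/clioquinol equimolar mix (positive) and DMSO (negative).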
# PLK1 PBD inh: inhibitors of human PLK1 polo-box domain binding. AID 720504. Plk1 PBD binding of FITC phosphopeptide, fluorescence polarization. 360,000 compounds, 2.8% hits. Potency, µM, for inactives: max response, negative = inhibition, actives largely listed as inhibitors; also: potency is read from the fitted curve at half-maximal effect; series mostly up to about 57 µM; % is scaled to controls: 0 for no effect and ±100 for the full control effect; nearly all actives have a fitted effect of over 65% in size
# EPAC1 agonist: EPAC1 (human) agonism; EPAC1 agonist qHTS, biochemical assay; response scale: 100% = response to 6.5 mM cAMP; Potency, µM (doses to about 154 µM), for the others: at the top dose activation, usual class: activators; 360,000 compounds, 0.073% hits; also: potency is read from the fitted curve at half-maximal effect; nearly all actives have a fitted effect of over 60% in size
#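 Nucleotide exchange assay: 100 nM EPAC1 with 250 nM Rap1B loaded with BODIPY-GDP and 50 uM GDP, room temperature. Fluorescence (480/540 nm) read every 5 min for 30 min; signal change normalized to 6.5 mM cAMP as full agonist.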
# PI5P4K alpha inh: blocks human PI5P4K alpha kinase activity | PI5P4Kalpha enzyme, ADP-Glo luminescence, 60 min; active compounds read low | max response, % | 330,000 compounds, 1.2% hits; active = max response of -50% or lower; inconclusive = between -30% and -50%; inactive = -30% or higher; also: value at the top dose of about 77 µM; % is scaled to controls: 0 for no effect and ±100 for the full control effect
#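 Enzyme plus substrate dispensed, test compounds pinned in, then ATP (5 microM final) added. After 60 min at RT, ADP-Glo reagent 1 for 45 min and reagent 2 for 30 min preceded luminescence imaging.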
# IL2 activator: activates IL-2 in a cell-based reporter assay; IL-2 activation reporter assay, cell-based qHTS; stimulated with anti-CD3/CD4/CD28 beads; in transgenic mouse T cells; activation, % (series mostly up to about 46 µM); 360,000 compounds, 0.065% hits; in the data active = activation above about 50%; inconclusive = mostly about 30% to 49%; also: 0% is about no effect
#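 Readout is EGFP and DsRed signal by fluorescent plate cytometry after 18 h at 37 degrees C. Transgenic mouse T cells (750/well) received compound for 60 min before bead stimulation (anti-CD3, anti-CD4, anti-CD28); memory T cells served as non-tolerant control.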
# WRN inhibitor: blocks human WRN helicase; WRN helicase unwinding, fluorescent forked duplex, kinetic; Potency, µM (series often up to 114 µM), inactives show at the top dose activity change, negative = inhibition, hits mostly inhibitors; 360,000 compounds, 0.46% hits; AID 651768; also: potency is read from the fitted curve at half-maximal effect; % is scaled to controls: 0 for no effect and ±100 for the full control effect; nearly all actives have a fitted effect of over 55% in size
#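 Fluorescence dequenching readout, ex 525 nm/em 598 nm, kinetic mode: forked duplex DNA (100 nM final) with adjacent fluorophore and quencher unwound by WRN (20 nM final) with 2 mM ATP. Compound preincubation 15 min, room temperature.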
# EPAC1 antag: antagonists of human EPAC1; O95398; EPAC1 GEF assay, Rap1b-BODIPY-GDP exchange fluorescence; Potency, µM (doses to about 115 µM), inactives show at the top dose activity change, negative = inhibition, most hits filed as inhibitors; 360,000 compounds, 0.14% hits; AID 720709;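 also: potency is read from the fitted curve at half-maximal effect; plate controls were vehicle for no effect and positive control for full effect; nearly all actives have a fitted effect of over 50% in size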
# * marks the source's active call; other numbers are inactive results; u = inconclusive; x = not tested or not shown; [ ] = another dose, or the depositor's remark. Unless noted, calls follow the shape of the dose curve; as a rule, active = well fitted curve in the direction sought with a large enough effect; inconclusive = small, poorly fitted or top-dose-only effect, or another doubt; inactive = no such curve, though single readings can be large; an effect the other way counts as inactive or inconclusive.
compound | FUS suppressor | Abeta yeast res | PLK1 PBD inh | EPAC1 agonist | PI5P4K alpha inh | IL2 activator | WRN inhibitor | EPAC1 antag
COc1cc(CCC(=O)Nc2ccc(S(=O)(=O)N3CCOCC3)cc2)cc(OC)c1OC | -6% | -10% | 5% | -9% | 24 | 0.4 | 3% | -8%
Cc1ccc(S(=O)(=O)N(C)C)cc1NC(=O)COC(=O)C1CC1 | 0% | -5% | -5% | 9% | 6 | 0.0 | -4% | 9%
O=C(c1cccc(S(=O)(=O)N2CCc3ccccc32)c1)N1CCc2ccccc2C1 | u | -2% | -4% | 15% | 2 | 0.5 | -10% | -8%
O=C1C[C@@H]2c3c(cccc3CN1Cc1ccc(Cl)cc1)C[C@@H](O)[C@H]2O | -1% | 4% | -11% | -3% | 9 | -0.5 | 2% | 9%
CN(Cc1ccccc1)C(=O)c1ccc(NC(=O)C2=CSCCO2)cc1 | 19% | x | -6% | 10% | -1 | 2.2 | -5% | -19%
CN1CCN(C(=O)c2cnn(-c3ccccc3)c2NC(=O)c2ccccc2Cl)CC1 | x | -1% | -6% | -2% | -3 | 3.6 | -31% | -7%
Cc1cccc2nc(-c3cccnc3)c(Nc3ccccc3)n12 | 9% | -2% | 3% | -11% | -5 | -1.8 | 1% | -12%
O=C(NCCc1c[nH]c2ccccc12)C(=O)NCC1OCCN1S(=O)(=O)c1ccc(F)cc1 (stereo unspecified) | 20% | 16% | 0% | -1% | -1 | -1.0 | -1% | -7%

compound | FUS suppressor | Abeta yeast res | PLK1 PBD inh | EPAC1 agonist | PI5P4K alpha inh | IL2 activator | WRN inhibitor | EPAC1 antag
O=S(=O)(c1ccc2c(c1)OCCO2)N1CCN(c2cccc(Cl)c2)CC1 | -8% | -1% | -4% | 15% | 0 | 0.6 | -15% | 6%
CC(=O)Nc1sc(C)c(C)c1C(=O)OCC(=O)Nc1cc(S(C)(=O)=O)ccc1Cl | -69% | -14% | -8% | -7% | -13 | 0.5 | -5% | -5%
CC(C)Nc1nc(NNc2nc(Cl)nc(NC(C)(C)C)n2)nc(NC(C)C)n1 | 14% | 1% | -9% | -23% | 2 | 0.9 | -2% | -15%
CCc1nc(SCC(=O)Nc2ccccc2C)n[nH]1 | -5% | 0% | -8% | -4% | -2 | -4.5 | -1% | 16%
COc1ccccc1/C=C1\SC(=S)N(CCC(=O)N2CCCCC2CCO)C1=O (stereo unspecified) | 47% | 4% | -11% | -6% | 1 | -2.4 | -3% | -31%
COc1ccc(Nc2nc(-c3cc4cccc(OC)c4oc3=O)cs2)cc1 | x | -8% | -8% | 10% | -12 | -3.9 | -22% | -2%
CCOC(=O)c1c(N2C(=O)CC(Sc3ccccc3C(=O)O)C2=O)sc(C)c1C (stereo unspecified) | 11% | u | u | 11% | -3 | -2.8 | -4% | 5%
O=C1N/C(=N/N=C/c2ccco2)SC1Cc1ccccc1 (stereo unspecified) | -8% | 6% | -2% | -1% | 2 | 2.0 | 8% | -11%

compound | FUS suppressor | Abeta yeast res | PLK1 PBD inh | EPAC1 agonist | PI5P4K alpha inh | IL2 activator | WRN inhibitor | EPAC1 antag
COc1ccc(NC(=O)CN(C)C(=O)CNC(=O)c2ccc3c(c2)OCO3)cc1 | -8% | -1% | -6% | 7% | 0 | -1.5 | 4% | 10%
CC(=O)Nc1ccc2nc(NC(=O)c3cccnc3)sc2c1 | -9% | 3% | -11% | -1% | 2 | -0.6 | -10% | -8%
COc1ccc(NC(=O)C[C@H]2C(=O)N(c3ccccc3)C[C@@H]2Cc2ccccc2)cc1 | 35% | 8% | 5% | -4% | 1 | -0.9 | 1% | -14%
CSCC[C@H](NC(=O)[C@H]1N2C(=O)c3ccccc3C2SC1(C)C)C(=O)NCc1ccncc1 (stereo partly specified) | u | -7% | -20% | 8% | 4 | -4.1 | 4% | -8%
Cc1ccc(NC(=O)c2ccc([N+](=O)[O-])cc2)cc1S(=O)(=O)N(C)C | 4% | -2% | 0% | 0% | -8 | -0.3 | -10% | -2%
Cc1cc(NC(=O)Nc2cccc(C(F)(F)F)c2)n(C)n1 | 0% | -10% | -10% | 5% | 7 | -1.4 | u | -9%
CCCOc1ccc(F)cc1-c1cc(C(=O)NCc2ccccc2)[nH]n1 | -25% | 15% | -6% | -9% | -12 | -0.4 | 1% | -8%
COc1cc(OC)cc(C(=O)O/N=C(\N)c2ccccn2)c1 | 10% | -2% | 3% | -12% | 1 | 0.9 | 7% | -9%

compound | FUS suppressor | Abeta yeast res | PLK1 PBD inh | EPAC1 agonist | PI5P4K alpha inh | IL2 activator | WRN inhibitor | EPAC1 antag
Cc1ccc(O)c(NC(=S)NC(=O)c2ccc(-c3ccc(Cl)cc3)o2)c1 | 5% | 28% | -20% | -17% | -2 | -1.2 | 5% | -6%
CCOc1cc(CNc2ccc3c(c2)OCCO3)cc(Br)c1OCC(N)=O | 13% | -10% | -7% | 13% | x | -2.2 | -13% | -4%
Cc1[nH]nc(SCC(=O)Nc2cccc(O)c2)c1[N+](=O)[O-] | 7% | 6% | -1% | 8% | -6 | 0.0 | -1% | 2%
Cc1ccccc1-n1sc2cc(F)ccc2c1=O | 15% | -94%[inhibitor] | 1.2µM* | 4% | -88* | -2.4 | 14µM* | u
COc1ccc(CC(=O)N(C)Cc2cccc(OC)c2OC)cc1S(=O)(=O)N1CCOCC1 | 5% | 4% | -5% | -3% | 1 | -6.2 | 1% | 5%
Cc1ccc(NC(=S)NCCc2ccc(F)cc2)c(C)c1 | x | -15% | -3% | -1% | 1 | 0.4 | 6% | 2%
C[C@H]1CN([C@@H](C)CO)S(=O)(=O)c2ccc(-c3ccc(C#N)cc3)cc2O[C@H]1CN(C)C(=O)CN(C)C | 27% | -3% | -5% | 3% | 1 | 0.4 | -11% | 4%
Cc1cccc(C)c1NC(=O)CCn1cnc2ccccc2c1=O | 4% | -8% | 27µM* | -1% | -14 | -0.2 | 2% | -21%

compound | FUS suppressor | Abeta yeast res | PLK1 PBD inh | EPAC1 agonist | PI5P4K alpha inh | IL2 activator | WRN inhibitor | EPAC1 antag
CCn1nc(Cc2cccc3ccccc23)c(C#N)c1N | -5% | 21% | x | 7% | x | 0.1 | x | -1%
Cc1ccc(OC(C)C(=O)N2CC(=O)Nc3ccccc32)c(C)c1 (stereo unspecified) | 19% | -2% | -4% | -1% | 0 | -0.4 | 24% | 10%
Cc1cc(Cl)ccc1C(=O)C1CCCN(C(=O)CCN2CCCO2)C1 (stereo unspecified) | 18% | 10% | 6% | -5% | -4 | 3.5 | 8%[57.1 µM] | u
CCN(Cc1ccc2c(c1)OCCO2)C(=O)CSc1nc(C)nc2sc(C)c(C)c12 | u | 16% | -5% | 12% | 1 | 0.4 | -7% | 0%
Cc1c(OC(=O)c2ccc([N+](=O)[O-])cc2)c2c(c[n+]1C)COC(C)(C)OC2 | -7% | 4% | u | 11% | -20 | -0.1 | -1% | 3%
COc1ccc(-c2csc3nc(C(C)C)oc(=O)c23)cc1OC | 0% | -4% | -5% | -4% | -4 | -0.5 | 2%[57.1 µM] | -1%
COC(=O)CS(=O)(=O)c1nnc([C@H](Cc2ccccc2)NC(=O)OC(C)(C)C)o1 | x | -44%[inhibitor] | 11µM* | 2% | -4 | -3.3 | u | -16%
C/C(=N\NC(=O)Cc1csc(N2CCOCC2)n1)c1ccccc1 | -2% | 8% | -2% | 0% | 12 | -0.6 | 1% | 0%

# Grouped by structure, the compounds so far with a cyano group (2)
compound | FUS suppressor | Abeta yeast res | PLK1 PBD inh | EPAC1 agonist | PI5P4K alpha inh | IL2 activator | WRN inhibitor | EPAC1 antag
C[C@H]1CN([C@@H](C)CO)S(=O)(=O)c2ccc(-c3ccc(C#N)cc3)cc2O[C@H]1CN(C)C(=O)CN(C)C | 27% | -3% | -5% | 3% | 1 | 0.4 | -11% | 4%
CCn1nc(Cc2cccc3ccccc23)c(C#N)c1N | -5% | 21% | x | 7% | x | 0.1 | x | -1%

# (continued)
compound | FUS suppressor | Abeta yeast res | PLK1 PBD inh | EPAC1 agonist | PI5P4K alpha inh | IL2 activator | WRN inhibitor | EPAC1 antag
O=C(COC(=O)c1cc(S(=O)(=O)N2CCCC2)ccc1O)Nc1ccc(S(=O)(=O)N2CCOCC2)cc1 | u | -1% | -24% | 2% | -18 | -1.0 | 6% | -14%
CNC(=O)c1c(NC(=O)CS(=O)(=O)c2ccc(F)cc2)sc(C)c1C | -1% | 8% | -8% | 4% | -4 | -1.1 | -2% | 4%
O=C(Nc1ccccn1)c1ccc(-c2ccccc2)cc1 | -7% | -5% | -10% | 10% | -3 | -4.1 | 0% | -9%
COc1ccc(/C=C2/S/C(=N/S(=O)(=O)Cc3ccccc3)NC2=O)cc1OC | -6% | 29% | -16% | -1% | -2 | 0.0 | -10% | -3%
CCOC(=O)Cn1c2ccccc2c2nc3ccccc3nc21 | 13% | -8% | u | 3% | 0 | -1.5 | -9% | 26%
Cc1cccc(C(C)C)c1NC(=O)c1cc2ccccc2o1 | 32% | -16% | -11% | -9% | 2 | -0.4 | -5% | -18%
Cc1ccccc1NC(=O)C(C#N)Cc1cccnc1 (stereo unspecified) | x | 14% | 13% | -2% | 9 | -0.3 | -2% | 5%

# Part of the list above in order of length of the SMILES, high to low.
compound | FUS suppressor | Abeta yeast res | PLK1 PBD inh | EPAC1 agonist | PI5P4K alpha inh | IL2 activator | WRN inhibitor | EPAC1 antag
O=C(COC(=O)c1cc(S(=O)(=O)N2CCCC2)ccc1O)Nc1ccc(S(=O)(=O)N2CCOCC2)cc1 | u | -1% | -24% | 2% | -18 | -1.0 | 6% | -14%
COc1ccc(/C=C2/S/C(=N/S(=O)(=O)Cc3ccccc3)NC2=O)cc1OC | -6% | 29% | -16% | -1% | -2 | 0.0 | -10% | -3%
CNC(=O)c1c(NC(=O)CS(=O)(=O)c2ccc(F)cc2)sc(C)c1C | -1% | 8% | -8% | 4% | -4 | -1.1 | -2% | 4%
Cc1cccc(C(C)C)c1NC(=O)c1cc2ccccc2o1 | 32% | -16% | -11% | -9% | 2 | -0.4 | -5% | -18%
Cc1ccccc1NC(=O)C(C#N)Cc1cccnc1 (stereo unspecified) | x | 14% | 13% | -2% | 9 | -0.3 | -2% | 5%
